Compound activity from PubChem.
LYPLA2 counter: counter-screen for PME1 inhibitors: inhibitors of human LYPLA2; O95372; recombinant LYPLA2, FP-Rh probe fluorescence polarization; inhibition, % at 5.9 µM; 320,000 tested, 0.38% active;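 active = inhibition above the screen-wide mean plus 3 SD, limit set per campaign, cut at about 26% in these data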;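 also: 0% = LYPLA2 with DMSO and 100% = wells lacking LYPLA2 enzyme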
CTSL1 counter: cathepsin L1 inhibition, PFM18AAP counter-screen; recombinant F. hepatica cathepsin L1, Z-Leu-Arg-MCA fluorescence; inhibition, % at 5.96 µM; 300,000 tested, 0.49% active; AID 1906;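 active = inhibition above the mean of all tested compounds plus 3 SD, set per screening campaign, cut at about 17% in these data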;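 also: 0% = plate median of test compound wells and 100% = 1 µM Z-Phe-Ala-diazomethylketone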
TPT1 inhibitor: inhibitors of Candida albicans tRNA 2'-phosphotransferase TPT1 | recombinant caTPT1, FP RNA substrate dephosphorylation | inhibition, % at 5 µM | 300,000 tested, 0.81% active;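 active = inhibition above the mean of all tested compounds plus 3 SD, set per screening campaign, cut at about 24% in these data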;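 also: plate controls were DMSO alone for no effect and ferristatin control at 100 nM for full effect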
PP5 inh: PP5 (human) phosphatase inhibition; P53041; purified PP5c, OMFP substrate fluorescence; inhibition, % at 6.7 µM; 320,000 tested, 0.18% active;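 active = inhibition above the campaign's mean inhibition across all tested compounds plus 3 SD, cut at about 9.5% in these data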;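 also: 0% = DMSO only and 100% = 100 µM cantharidin control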
Target sequence (P53041 whole entry, looked up): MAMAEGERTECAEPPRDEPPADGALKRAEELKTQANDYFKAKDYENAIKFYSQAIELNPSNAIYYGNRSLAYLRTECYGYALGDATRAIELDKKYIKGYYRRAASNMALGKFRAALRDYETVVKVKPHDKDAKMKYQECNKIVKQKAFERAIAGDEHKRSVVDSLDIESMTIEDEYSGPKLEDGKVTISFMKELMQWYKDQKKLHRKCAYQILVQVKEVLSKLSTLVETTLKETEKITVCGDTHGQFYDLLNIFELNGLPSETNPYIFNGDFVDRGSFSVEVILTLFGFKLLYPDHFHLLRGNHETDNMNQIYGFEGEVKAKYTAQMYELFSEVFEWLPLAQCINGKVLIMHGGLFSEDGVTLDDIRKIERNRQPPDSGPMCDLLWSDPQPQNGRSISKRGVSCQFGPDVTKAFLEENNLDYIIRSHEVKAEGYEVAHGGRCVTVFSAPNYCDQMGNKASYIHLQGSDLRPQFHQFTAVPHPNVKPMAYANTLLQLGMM
GASC-1 inh: human JMJD2C demethylase inhibition | GST-JMJD2C(1-420) H3K9me3 demethylation, DELFIA europium | 330,000 tested, 0.069% active | Q9H3R0 | inhibition, % at 2.35 µM;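 active = more than half of a compound's replicate wells show inhibition beyond 50%, single wells judged on their own value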;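 also: signal counts dimethyl H3K9 product captured on neutravidin plate; 0% = median of DMSO wells and 100% = 0.3 times that DMSO median; strong numbers were not always called active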
Target sequence (Q9H3R0 1-420 limits assumed): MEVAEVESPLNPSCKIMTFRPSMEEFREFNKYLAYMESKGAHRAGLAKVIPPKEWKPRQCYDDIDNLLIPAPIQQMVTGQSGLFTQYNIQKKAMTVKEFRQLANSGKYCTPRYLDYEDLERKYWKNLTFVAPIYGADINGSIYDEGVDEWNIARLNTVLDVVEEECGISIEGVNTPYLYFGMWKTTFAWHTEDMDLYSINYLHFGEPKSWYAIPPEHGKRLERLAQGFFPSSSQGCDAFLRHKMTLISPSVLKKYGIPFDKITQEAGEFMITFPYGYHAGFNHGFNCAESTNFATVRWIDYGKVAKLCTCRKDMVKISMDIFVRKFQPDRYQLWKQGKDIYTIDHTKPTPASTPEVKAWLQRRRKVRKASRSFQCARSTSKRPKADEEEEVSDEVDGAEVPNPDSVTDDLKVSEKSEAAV
Efflux pump mplx: antifungal efflux pump inhibition, Nile Red retention. S. cerevisiae Candida pump triplex. inhibition, % at 10 µM. 330,000 tested, 0.44% active. AID 485275;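 active = plate passing quality check with inhibition over a set limit, or well fluorescence over plate mean plus 4 SD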;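 also: Nile Red retained in pooled yeast measured as flow cytometry median fluorescence; 0% = buffer negative control and 100% = Enniatin B positive control; higher means more Nile Red kept so more efflux inhibition; some compounds called inactive have numbers as strong as hits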
HCV core dimer: HCV core protein dimerization inhibition. TR-FRET GST/Flag-core106 dimerization, 1536-well. inhibition, % at 5 µM. 300,000 tested, 0.33% active;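 active = inhibition above the mean of all tested compounds plus 3 SD, set per screening campaign, cut at about 45% in these data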
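System: GST/Flag-tagged HCV core106 proteins. Incubation: compound-protein-antibody incubation 4 h at 22.5 °C. Technique: HTRF with 340 nm excitation, 617/671 nm emission. Medium: KF-containing HEPES buffer, pH 7.45, DTT, CHAPS, BSA. Read-out: inhibition (%) from 671 over 617 nm ratio. Also added: Eu(K)-anti-GST 90 ng/mL plus XL665-anti-Flag 1 µg/mL.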
PP1 counter: blocks human PP1-alpha phosphatase, a PP5 counter-screen; purified PP1alpha, OMFP fluorescence; 320,000 tested, 0.9% active; AID 2235; inhibition, % at 6.7 µM;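 active = inhibition above the mean inhibition of all tested compounds plus 3 SD, computed separately for each screening campaign, cut at about 15% in these data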
PREPL inhibitor: inhibits the human prolyl oligopeptidase-like enzyme; recombinant PREPL, fluorescence polarization activity-based probe; 320,000 tested, 0.68% active; AID 2751; inhibition, % at 5.96 µM; in the data active = inhibition above about 43%;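 also: 0% = enzyme with DMSO and 100% = wells lacking enzyme; many of its hits are not listed in these tables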
Starred values were filed as active, the others as inactive; nt = not tested or not shown; & = joins results of further samples. These rows are one share of the data, so the mix of outcomes need not match the whole.

Codes – A = LYPLA2 counter; B = CTSL1 counter; C = TPT1 inhibitor; D = PP5 inh; E = GASC-1 inh; F = Efflux pump mplx; G = HCV core dimer; H = PP1 counter; I = PREPL inhibitor
> CN1C(=O)SC(Nc2ccc(F)cc2)C1=O (stereo not given)
  A: 0; B: -1; C: 2; D: -0.7; E: 5; F: 0.1; G: -1; H: -4; I: -9

> O=C(Nc1ccccc1Cl)c1ccc(-n2cccn2)c([N+](=O)[O-])c1
  A: 3; B: 4; C: -45; D: 0.1; E: 3; F: -0.1; G: 32; H: 6; I: -2

> CCn1nc(CC(=O)O)c2ccccc2c1=O
  A: -3; B: 0; C: -5; D: 0.0; E: 3; F: -0.1; G: -1; H: 0; I: -1

> CC(=O)NCC(=O)NC1CCCc2c1cnn2-c1ccc(C(C)(C)C)cc1 (stereo not given)
  A: 2; B: -4; C: -3; D: 0.9; E: -3; F: 0.0; G: -1; H: -2; I: -1

> NC(=O)c1cccn1Cc1ccccc1Cl
  A: 0; B: 10; C: 0; D: -0.1; E: -3; F: 0.1; G: 3; H: -1; I: 1

> CCc1ccc(NC(=O)C2CCC(CNC(=O)[C@@H]3Cc4ccccc4CN3)CC2)cc1 (stereo not given in full)
  A: -1; B: -2; C: -5; D: 2.3; E: 0; F: -0.1; G: 2; H: -2; I: -19

> COc1ccccc1N1CCN(C(=O)CCc2nnc3ccc(N4CCOCC4)nn23)CC1
  A: -2; B: -2; C: -2; D: -1.9; E: 37; F: 0.1; G: 3; H: -1; I: -3

> O=S(=O)(c1cccc(S(=O)(=O)N2CCOCC2)c1)N1CCCCC1
  A: 3; B: -3; C: -2; D: -0.1; E: 1; F: 0.1; G: -1; H: 1; I: 5

> Cc1nn2c(-c3ccc(F)cc3)ccnc2c1Br
  A: 16; B: -4; C: 3; D: -0.7; E: 23; F: -0.2; G: 0; H: -1; I: 6

> Cc1cnc(NC(=O)CSc2ccc(Cl)cc2)s1
  A: 0; B: -2; C: -4; D: 1.6; E: 0; F: 0.0; G: -6; H: -4; I: -18

> CCCCOc1c(Br)cc(/C=C2\N=C(C)OC2=O)cc1OCC
  A: -3; B: 4; C: 1; D: -0.2; E: -11; F: 0.1; G: -3; H: -5; I: 9

> CCOC(CNC(=O)CN1C(=O)COc2ccc(S(=O)(=O)N3CCOCC3)cc21)OCC
  A: 3; B: 1; C: 3; D: 0.8; E: -13; F: 0.1; G: -1; H: -3; I: 5

> Cc1c(C(=O)N(C)Cc2ccc(OC(F)F)cc2)oc2ccccc12
  A: 3; B: 0; C: 0; D: 0.2; E: 28; F: 0.0; G: 4; H: 0; I: -10

> COc1ccc(-c2nc3ccccn3c2CN2CCN(c3ccccc3F)CC2)cc1
  A: 5; B: 8; C: 1; D: 3.4; E: -2; F: 0.1; G: 10; H: 6; I: 27

> Nc1nonc1-n1nnc(C(=O)N/N=C\c2cccc(Cl)c2)c1CN1CCOCC1
  A: -1; B: 0; C: -6; D: 2.5; E: 17; F: -0.1; G: -13; H: -1; I: 11

> Nc1ccc(S(=O)(=O)NC2(C(F)(F)F)NC(=O)N(c3ccccc3F)C2=O)cc1 (stereo not given)
  A: -2; B: 2; C: 0; D: -0.5; E: 5; F: -0.1; G: 0; H: 0; I: 2

> CC(C)CCN1CCN=C1N(C)C
  A: 4; B: -4; C: 0; D: 2.4; E: 3; F: 0.2; G: -5; H: 3; I: 14

> CC1(C)N=C(c2ccc(Cl)cc2Cl)C(=O)N1
  A: 2; B: -4; C: -1; D: 3.0; E: 1; F: -0.1; G: -5; H: -2; I: 7

> O=C(NCCC1=CCCCC1)C1CCN(S(=O)(=O)c2cccc(C(F)(F)F)c2)CC1
  A: 3; B: nt; C: nt; D: 5.0; E: 8; F: 0.0; G: nt; H: 4; I: 5

> CCOc1ccc(CSC(=N)N)cc1
  A: -5; B: -1; C: 1; D: -0.5; E: -8; F: 0.1; G: 0; H: -1; I: 6

> CC(=O)c1cccc(NC(=O)C2CCCN(S(=O)(=O)c3cccc4nonc34)C2)c1 (stereo not given)
  A: 2; B: 4; C: 1; D: 3.2; E: 0; F: 0.2; G: 0; H: 1; I: -2

> CCCCn1c(N)c(N(CC(C)C)C(=O)c2cc(-c3ccc(F)cc3)nc3ccccc23)c(=O)[nH]c1=O
  A: -16; B: -1; C: 2; D: 0.1; E: 2; F: 0.1; G: 10; H: -5; I: 5

> COC(=O)c1ccc(C23CC4(C2)[C@H](CN(Cc2ccc(C(F)(F)F)cc2)[C@@H]4c2ccccc2)C3c2ccccc2)cc1 (stereo not given in full)
  A: -8; B: 6; C: 4; D: 2.6; E: nt; F: 0.1; G: 5; H: 1; I: -12

> Cc1cccc(NC(=S)NNC(=O)Cc2ccccc2)c1
  A: -3; B: 5; C: 3; D: 1.6; E: 3; F: -0.4; G: -5; H: -9; I: -6

> CO/N=C/Cc1c([N+](=O)[O-])c(C)nn1C
  A: 3; B: 2; C: -1; D: 1.0; E: -8; F: 0.1; G: 0; H: 3; I: 1

Individual results from the list.
Nc1nonc1-n1nnc(C(=O)N/N=C\c2cccc(Cl)c2)c1CN1CCOCC1 @ HCV core dimer = -13
CC(C)CCN1CCN=C1N(C)C @ Efflux pump mplx = 0.2

Sorted by value in PP5 inh (falling): three from the list above
Compound | PP5 inh
CC1(C)N=C(c2ccc(Cl)cc2Cl)C(=O)N1 | 3.0
CCc1ccc(NC(=O)C2CCC(CNC(=O)[C@@H]3Cc4ccccc4CN3)CC2)cc1 (stereo not given in full) | 2.3
Nc1ccc(S(=O)(=O)NC2(C(F)(F)F)NC(=O)N(c3ccccc3F)C2=O)cc1 (stereo not given) | -0.5

Single records, from the list above. Order of values: LYPLA2 counter	CTSL1 counter	TPT1 inhibitor	PP5 inh	GASC-1 inh	Efflux pump mplx	HCV core dimer	PP1 counter	PREPL inhibitor
CCCCn1c(N)c(N(CC(C)C)C(=O)c2cc(-c3ccc(F)cc3)nc3ccccc23)c(=O)[nH]c1=O in the list: -16	-1	2	0.1	2	0.1	10	-5	5
CCOc1ccc(CSC(=N)N)cc1 in the list: -5	-1	1	-0.5	-8	0.1	0	-1	6
O=C(Nc1ccccc1Cl)c1ccc(-n2cccn2)c([N+](=O)[O-])c1 in the list: 3	4	-45	0.1	3	-0.1	32	6	-2

(continued)
Codes – A = LYPLA2 counter; B = CTSL1 counter; C = TPT1 inhibitor; D = PP5 inh; E = GASC-1 inh; F = Efflux pump mplx; G = HCV core dimer; H = PP1 counter; I = PREPL inhibitor
> Cc1nn(-c2ccccc2)c2c1C(=O)N(c1ccccc1)C(=O)C(C)(C)C2
  A: 1; B: 0; C: -1; D: 1.0; E: -6; F: 0.1; G: -4; H: 2; I: 8

> COC(=O)C1(S(=O)(=O)c2ccc(C)cc2)CCOCC1
  A: -2; B: -1; C: -3; D: 5.7; E: 4; F: 0.0; G: -4; H: -3; I: 23

> CC(=O)/C(=C(/O)c1ccccc1)c1nc2ccccc2[nH]1
  A: 4; B: -3; C: 3; D: 2.9; E: -33; F: -0.1; G: -1; H: 0; I: -3

> COc1ccc(C(C(=O)NC(C)(C)C)N(Cc2ccco2)C(=O)CCC(=O)Nc2cc(C)on2)cc1 (stereo not given)
  A: 5; B: 5; C: -3; D: -0.3; E: 9&-2; F: 0.0; G: -1; H: 0; I: 5

> O=C(Cc1cccs1)Nc1ccc(F)cc1F
  A: 5; B: -2; C: -3; D: 0.8; E: -4; F: -0.1; G: 4; H: 0; I: -1

> Cc1cc(C(=O)NNC(=S)NCc2ccco2)n(C)n1
  A: 5; B: 2; C: 0; D: -0.4; E: 2; F: -0.1; G: -2; H: -2; I: -1

> CCCc1cc(=O)oc2cc(C)cc(OC(C)C(=O)NCCCn3ccnc3)c12 (stereo not given)
  A: 2; B: -2; C: -4; D: 0.0; E: 3; F: 0.8; G: -6; H: 0; I: -4

> CCCCN(CCCNC(=O)Cn1ncc2ccsc2c1=O)Cc1ccccc1
  A: 0; B: -5; C: 1; D: 1.8; E: 2; F: 0.0; G: -3; H: 2; I: -7

> CC(C)CN1C(=O)C(=O)N(CC(=O)c2ccc3c(c2)CCCC3)C1=O
  A: -2; B: nt; C: nt; D: 2.5; E: nt; F: -0.1; G: nt; H: -1; I: 1

> COCCCNC(=O)c1ccc2c(c1)OCO2
  A: 7; B: 0; C: 0; D: 3.7; E: 19; F: 0.2; G: 0; H: 5; I: 2

> CC(C)(Oc1ccc(Cl)cc1)C(=O)OCc1nc2ccsc2c(=O)[nH]1
  A: 5; B: -1; C: -2; D: 1.1; E: 1; F: 0.0; G: 2; H: -4; I: -8

> CN1CCc2nc(SCC(=O)Nc3ccc(OC(F)(F)F)cc3)c(C#N)c(-c3cccs3)c2C1
  A: -9; B: -2; C: 7; D: 5.5; E: -5; F: -0.2; G: 18; H: 11; I: 24

> O=C1N(c2cccc(Cl)c2)C(c2ccc(Cl)cc2)N2CCCN12 (stereo not given)
  A: 0; B: 2; C: 0; D: 1.2; E: 1; F: -0.6; G: 3; H: -2; I: -7

> O=C(NCCN1C(=O)S/C(=C\c2cccs2)C1=O)c1ccco1
  A: -5; B: -1; C: 0; D: 0.7; E: -20; F: 0.1; G: 3; H: 1; I: -5

> O=C(CNCCO)N1N=C(c2cccs2)CC1c1cccs1 (stereo not given)
  A: -5; B: 5; C: -2; D: 2.8; E: 3; F: 0.3; G: 5; H: 0; I: -8

> Cc1csc(NC(=O)CSc2nnc(Cn3c(=O)sc4ccccc43)n2-c2ccccc2)n1
  A: -4; B: -2; C: 0; D: 1.1; E: 7; F: 0.5; G: 13; H: -5; I: -26

> Cc1c(Br)c(C(F)(F)F)nn1CC(=O)NCc1ccco1
  A: 2; B: 0; C: -4; D: 3.4; E: 15; F: 0.2; G: 1; H: -3; I: 9

> O=C(CSc1ccccc1)N1CCN(c2ccccc2)CC1
  A: 5; B: 0; C: -2; D: -1.1; E: -1; F: 0.0; G: 2; H: -3; I: -18

> COc1ccc(NC(=O)Cn2c(=O)sc3ccccc32)cc1
  A: 3; B: 9; C: -7; D: -0.6; E: 1; F: 0.0; G: 2; H: 0; I: 16

> O=C(NC1=NCCS1)c1ccc(C(F)(F)F)cc1
  A: -2; B: 7; C: 0; D: -0.9; E: 13; F: -0.1; G: -2; H: -3; I: 2

> OC[C@H]1O[C@H](OC[C@H]2OC(O)[C@H](O)[C@@H](O)[C@@H]2O)[C@H](O)[C@@H](O)[C@@H]1O (stereo not given in full)
  A: -3; B: -5; C: -3; D: 1.2; E: nt; F: 0.0; G: 8; H: -7; I: -3
